Screens deposited in PubChem BioAssay by several laboratories.
bCat nuc transl – beta-catenin nuclear translocation modulation; HeLa beta-catenin nuclear translocation, immunofluorescence imaging; nuclear translocation activity, % at 5 µM; 190,000 tested, 0.3% active;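 active means nuclear translocation activity above 50% at 5 µM, with a well cell count of 50 or more; inconclusive means wells under 50 cells across six images, flagged as toxic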;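 further: per-cell ratio of nuclear to cytoplasmic median beta-catenin stain intensity; plate controls were DMSO negative control for no effect and GSK-3 inhibitor IX positive control for full effect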
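System: Human HeLa cells, endogenous beta-catenin | Compound dosing: 5 µM primary, 0.02–20 µM confirmation | Timing: 24 h compound exposure at 37°C, 5% CO2 | Measured by: Fluorescence imaging of beta-catenin antibody stain plus DAPI | Read-out basis: % activation of per-cell nuclear versus cytoplasmic median beta-catenin signal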
TNAP activation fold – stimulation of alkaline phosphatase TNAP activity – biochemical, luminescent, no phosphate acceptor, uHTS, primary screen (AID 1001) | 200,000 tested, 0.03% active | activation fold at 20 µM, or EC50 in µM where a hit was titrated | purified TNAP, luminescent activation assay, no phosphate acceptor; higher activation fold means a stronger effect; in the data active means activation fold from about 3, or a potency from the dose series; inactive means the rest, 99 in 100 with activation fold below about 1.6; further: many of its hits are not listed in these tables
Autophagy HCS – autophagy modulation, high-content screen. calls only at 10 µM (by protocol). 190,000 tested, 0.98% active. MEF GFP-LC3 puncta imaging; test concentration mostly 10 µM. AID 463193;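 active means percentage of spot-positive cells more than 3 SD above its plate mean, without a fluorescence outlier flag or 80% toxicity; inconclusive means no clear call, values can overlap the other calls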;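 further: spot-positive cell cutoff set from DMSO-treated cells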
PMI inhibition – MPI inhibition at elevated mannose 6-phosphate – biochemical, fluorescence intensity, high mannose 6-phosphate, primary screen (AID 1220) | recombinant PMI enzyme, coupled fluorescence intensity; higher % means a stronger effect | inhibition, % at 20 µM, or IC50 in µM where a hit was titrated | 190,000 tested, 0.66% active
Insulin prom up – MIN6 insulin promoter up-regulation; MIN6 insulin promoter-GFP reporter, high-content imaging; hits give high values; 190,000 tested, 0.3% active; AID 1625; z-score at 5 µM;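 active means z-score above 3 at 5 µM with at least 500 cells counted in the well; inconclusive means wells under 500 cells, flagged as cytotoxic or low count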
Lipid droplet – modulators of hepatic lipid droplet formation. AML12 mouse hepatocytes, oleate lipid droplets, BODIPY imaging. inhibition, % at 6.5 µM. 240,000 tested, 0.4% active;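 active means lipid droplet intensity inhibited by at least 50%, with more than 500 cells counted; inconclusive means wells with under 300 cells, treated as cytotoxic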
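Assay system: AML12 mouse liver cells | Compound dosing: One dose, 6.5 µM compound | Read-out basis: Droplet intensity reduction, % inhibition | Measured by: Fluorescence imaging, 20x objective, two fields per well | Schedule: Overnight treatment with compound plus oleate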
PMI inhibitors – MPI enzyme activity inhibition – biochemical, fluorescence intensity, coupled assay, primary screen (AID 1209); purified PMI enzyme, coupled fluorescence intensity; higher % means a stronger effect; inhibition, % at 20 µM, or IC50 in µM where a hit was titrated; 190,000 tested, 0.42% active;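 further: plate controls were DMSO vehicle for no effect and wells lacking substrate for full effect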
MT stabilize HCS – microtubule stabilizers in HeLa cells. HeLa tubulin immunostaining HCS, 24 h; share of cells brighter than vehicle mean+2SD. % tubulin-high responders, % at 10 µM. 200,000 tested, 0.83% active;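 active means plate Z-score above 3 for both tubulin-high and condensed-nucleus cell shares, with cell loss under 80%, at 10 µM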;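 further: anti alpha tubulin signal scored within the nucleus-defined area of each cell; some results filed as inactive read as strong as hits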
T cell modulator – modulates CD8 T cell binding to vesicles; AID 2052; 2C CD8+ T cell-vesicle binding, flow cytometry; hits give low values; 330,000 tested, 0.068% active; calls only at 7 µM;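 active means response, share of CD8 T cells binding vesicles, and their 90th percentile fluorescence all below set limits, cut at about 80% in these data, passing the limit was not always enough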
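Material: 2C TCR transgenic mouse naive CD8+ T cells, MACS-purified. Also added: QL9-charged Drosophila Ld/ICAM-1/B7-1 vesicles. Timing: binding 1.5 h at 37 °C. Measured by: high-throughput flow cytometry with anti-B7-1 and anti-CD8 staining. Read-out: percent CD8+ FL2 mean versus row control. Controls: Unloaded micro-vesicles (low), QL9 vesicles with 0.7% DMSO (high).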
Insulin prom up cell count – second read-out of Insulin prom up, no call of its own (marks repeat the call); cell count; measured here: cytotoxicity, nuclei count;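 total cells summed across four imaged fields per well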
Lipid droplet cells 6.5 µM – second read-out of Lipid droplet, no call of its own (marks repeat the call); cell count; measured here: cell count, cytotoxicity flag;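 cells counted across two imaged fields per well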
bCat nuc transl cell count 5 µM – second read-out of bCat nuc transl, no call of its own (marks repeat the call); cell count; measured here: cell count, cytotoxicity flag
T cell modulator vesicle-bound % – also measured in T cell modulator; calls as there; double positive events, %; measured here: CD8+ vesicle-bound cell fraction;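 binding gate set so that unloaded-vesicle control wells show 10% double positive cells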
MT stabilize HCS Hoechst-high % – second read-out of MT stabilize HCS, no call of its own (marks repeat the call); % Hoechst-high responders; measured here: nuclear condensation Hoechst responders;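 share of cells brighter than vehicle mean plus two SD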
MT stabilize HCS cytotoxicity % – recorded beside MT stabilize HCS, whose call it bears; toxicity, %; measured here: cytotoxicity by cell density;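 0% = mean cell density of plate MIN control wells and 100% = no cells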
Autophagy HCS cell loss 18 h – further read-out of Autophagy HCS, marked with its call; toxicity, %; measured here: cell loss, nuclei count;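 cell loss after 18 h compound exposure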
An asterisk follows results filed as active; i = inactive; u = inconclusive; x = no result given; + = active, no number. Unless noted, no stated cut-off is given here; in the data, active means inhibition above about 50%; inactive means the rest.

SMILES	bCat nuc transl	bCat nuc transl cell count 5 µM	TNAP activation fold	Autophagy HCS	Autophagy HCS cell loss 18 h	PMI inhibition	Insulin prom up	Insulin prom up cell count	Lipid droplet	Lipid droplet cells 6.5 µM	PMI inhibitors	MT stabilize HCS	MT stabilize HCS Hoechst-high %	MT stabilize HCS cytotoxicity %	T cell modulator	T cell modulator vesicle-bound %
CC1(C)CC(=O)C2=C(C1)OC(N)=C([N+](=O)[O-])C2c1ccc(F)cc1 (stereo not given)	-0.7	1260	x	x	x	x	-0.03	1086	-10	726	x	x	x	x	i	23
O=C(NC1=NCCS1)c1cc2ccccc2o1	-4.9	1110	1.2	i	-2	-6%	-0.29	1194	x	x	-3%	1.8	2.0	12	i	16
COc1ccc(N2CCC(CNC(=S)Nc3ccc(C)cc3C)C2)cc1 (stereo not given)	0.7	1378	x	x	x	x	-1.1	737	12	698	x	x	x	x	i	8
COc1ccc(CNC(=O)C2CCC(CNS(=O)(=O)c3cccc4nsnc34)CC2)cc1 (stereo not given)	4.1	1195	1.1	i	9	5%	-0.13	1049	x	x	-1%	2.7	4.8	3.6	i	18
Nn1c(SCc2ccc(F)cc2)nnc1-c1cccnc1	2.9	1224	x	x	x	x	-0.08	1092	17	778	x	x	x	x	i	10
CCN(CC)CCN1C(=O)c2oc3ccccc3c(=O)c2C1c1ccccc1 (stereo not given)	3.1	477	1.1	i	19	14%	3.7*	957*	x	x	-5%	2.0	2.3	17	i	35
COc1ccc(NC2=C(C)C(=O)CC2)cc1	-1.6	1127	1	i	-13	-8%	0.62	835	16	760	-11%	7.9	4.6	4.6	i	31
Cc1nc(NC(=O)C2CC3CCCC(C2)C3=O)sc1C (stereo not given)	x	x	1	i	0	16%	1	1168	-4	736	21%	3.6	0.7	36	i	53
CCCc1nn2c(=O)cc(O)nc2s1	2.9	1011	1.1	i	-5	-22%	0.04	1400	-10	601	-13%	1.3	1.6	3.2	i	28
Cc1ccn2c(Nc3ccccc3C)c(-c3cccnc3)nc2c1	-1.2	1106	0.9	i	-4	4%	-0.3	1218	3	696	-7%	0.3	2.9	7.0	i	42
O=C(COc1ccccc1[N+](=O)[O-])N/N=C/c1cccc(OC(=O)c2ccc3c(c2)OCO3)c1	-2.3	1074	1	i	11	10%	1.4	1416	-2	685	15%	3.7	3.1	7.8	i	48
COCCN(C(=O)CSc1nnc(C)n1-c1ccccc1)c1c(N)n(Cc2ccccc2)c(=O)[nH]c1=O	-1.0	542	1.1	i	8	-9%	0.79	1281	-2	623	-11%	5.3	2.1	9.9	i	42
CCOCC(O)CNC(=O)c1ccc(OC2CCN(C(=O)c3cccnc3)CC2)cc1 (stereo not given)	-0.7	1323	x	x	x	x	0.56	1018	6	702	x	x	x	x	i	47
Cc1ccc(NC(=O)c2ccc(Cn3cc(Br)cn3)o2)cc1	7.2	389	1.1	i	7	15%	x	x	-6	749	8%	4.8	2.3	3.3	i	54
CC(C)(C)c1ccc(OCC(=O)NNC(=S)NC(=O)c2ccccc2[N+](=O)[O-])c(Br)c1	0.5	1036	1.7	i	3	1%	-0.19	1529	-9	681	5%	3.4	1.9	9.3	i	42

Brought forward from above: two entries; new compounds follow.
SMILES	bCat nuc transl	bCat nuc transl cell count 5 µM	TNAP activation fold	Autophagy HCS	Autophagy HCS cell loss 18 h	PMI inhibition	Insulin prom up	Insulin prom up cell count	Lipid droplet	Lipid droplet cells 6.5 µM	PMI inhibitors	MT stabilize HCS	MT stabilize HCS Hoechst-high %	MT stabilize HCS cytotoxicity %	T cell modulator	T cell modulator vesicle-bound %
Cc1ccc(NC(=O)c2ccc(Cn3cc(Br)cn3)o2)cc1	7.2	389	1.1	i	7	15%	x	x	-6	749	8%	4.8	2.3	3.3	i	54
CC(C)(C)c1ccc(OCC(=O)NNC(=S)NC(=O)c2ccccc2[N+](=O)[O-])c(Br)c1	0.5	1036	1.7	i	3	1%	-0.19	1529	-9	681	5%	3.4	1.9	9.3	i	42
CCCC(=O)Nc1ccccc1NC(=O)CCC	x	x	1.1	i	-3	16%	-0.45	1313	6	652	8%	3.6	2.1	4.0	i	50
O=C(COc1ccc(Cl)cc1Cl)N/N=C1\CCCc2ccccc21	0.2	1507	1	i	-26	9%	-1.3	1112	x	x	10%	2.1	1.7	9.8	i	30
O=C(O)c1ccc(-c2ccc(Cl)cc2Cl)o1	x	x	1.2	i	4	-10%	-0.78	948	7	789	-12%	1.9	1.9	7.7	i	44
Cc1nc2sc(C(c3ccccc3)N3CCN(C(=O)c4ccco4)CC3)c(O)n2n1 (stereo not given)	-1.8	1252	1.1	i	0	18%	0.17	1181	8	743	0%	2.5	1.8	7.1	i	34
CC1(C)CC(=O)/C(=C(/O)CCCN2C(=O)c3ccccc3C2=O)C(=NC(C)(C)C)C1	-1.6	1104	1.1	i	-1	0%	0.12	1220	-5	675	-6%	6.1	1.8	2.7	i	63
COC(=O)c1ccc(CSc2nc3ccccc3c(=O)n2CC(C)C)o1	1.8	1364	1.1	i	-4	10%	-0.11	1283	x	x	8%	1.5	1.6	8.7	i	42
O=C(OCC#CCSc1nnc(-c2ccncc2)o1)c1cccs1	x	x	1	i	5	3%	0.57	1124	-5	688	6%	2.3	0.7	13	i	28
Brc1ccc(COc2ncnc3ccccc23)cc1	-3.9	1066	1	i	32	-5%	-0.01	1145	-1	677	-16%	2.9	2.4	4.6	i	52
Cc1cc(NC(=O)CC(CN(C)S(=O)(=O)c2ccccc2)c2ccccc2)no1 (stereo not given)	4.0	983	1	i	12	-2%	-1.1	958	-5	608	7%	2.5	3.0	2.8	i	31
CCOc1cc(C2/C(=C(/O)c3ccc(OC(C)C)cc3)C(=O)C(=O)N2CCCOC)ccc1O (stereo not given)	-0.7	1023	1.1	i	-1	10%	-0.03	1677	4	600	17%	2.8	0.6	60	i	38
Cc1cc(C)nc(NC(=O)c2ccc([N+](=O)[O-])o2)n1	8.0	480	1.1	i	7	13%	0.08	1145	-5	583	-2%	2.0	3.1	1.1	i	45
CCN1/C(=C/c2ccc3ccccc3[n+]2CC)C=Cc2ccccc21	x	x	0.5	+	35*	18%	u	x	-152	535	16%	3.8	1.0	17	i	59
CN(C(=O)CCn1c(=S)oc2ccccc21)C1CCCCC1	-0.6	1329	x	x	x	x	-0.93	1081	3	680	x	x	x	x	i	40
CN(CC(=O)O)S(=O)(=O)c1ccc2c(c1)NC(=O)CC(=O)N2	0.3	1030	1.1	i	-1	4%	-0.49	1188	5	684	-7%	6.2	3.9	7.2	i	32
CCc1ccc(NC(=O)c2cc3c(C)nc4ccccc4c3o2)cc1	-4.5	1151	1.1	i	6	16%	-0.34	1428	4	690	8%	1.5	3.0	7.5	i	25
CCNc1nc(N)c(C(=C(C#N)C#N)c2ccccc2)s1	-0.5	1392	1.1	i	9	5%	-0.57	1746	x	x	8%	1.1	1.4	6.6	i	32
CCc1cc2c(cc3c(=O)n(CC(=O)N4CCN(c5ccccn5)CC4)nc(CC)n32)s1	-0.9	939	1.1	i	14	7%	-0.28	1467	x	x	6%	2.5	2.8	6.5	i	47
COc1ccc(NC(=O)C2C3C=CC(O3)C2C(=O)NCc2cccnc2)cc1 (stereo not given)	0.1	987	1.1	i	16	1%	-0.25	1403	x	x	3%	5.6	1.9	9.9	i	43
O=C(COC(=O)c1ccc(Sc2ccccc2)c([N+](=O)[O-])c1)NC1CCCc2ccccc21 (stereo not given)	-1.3	1174	1	i	-3	-5%	0.97	656	-1	767	1%	1.0	1.5	11	i	48
CCCc1ccc(O)c(N=Cc2cc(Br)cc(OCC)c2O)c1	0.1	736	0.9	i	-22	53%*	0.41	1138	-11	645	38%	4.1	3.6	8.6	i	44
CCN(CCO)c1ncnc2c1sc1nc(CC(C)C)c3c(c12)CC(C)(C)OC3	-2.5	897	1	i	-12	12%	-1	1373	x	x	16%	3.2	1.6	7.3	i	3
CCOC(=O)c1c(-c2ccc(C)cc2)csc1NC(=O)c1cccc(N2C(=O)CCC2=O)c1	-0.8	882	1.1	i	-6	3%	0.93	1417	-3	629	11%	4.5	19	14	i	51
CCOC(=O)c1c(NC(=O)CSc2nnnn2C)sc(C)c1C	2.4	1309	1.1	i	-23	10%	-0.03	1691	x	x	13%	1.3	1.1	10	i	36
Cc1ccc(-n2sc3ccccc3c2=O)cc1S(=O)(=O)N1CCCCC1	0.2	1057	1.1	i	-3	x	-0.44	1054	-14	682	x	2.3	2.6	0.4	i	19
O=c1[nH]cnc(O)c1C(c1ccc(Br)cc1)c1c(O)nc[nH]c1=O	0.4	963	x	x	x	x	-0.53	1439	14	679	x	x	x	x	i	25
CC(C)CN(C(=O)CN1CCN(c2ccc(F)cc2)CC1)c1c(N)n(CC(C)C)c(=O)[nH]c1=O	-2.1	1150	1.5	i	-5	-9%	0.42	1418	-3	638	4%	3.5	1.8	6.7	i	1
Cc1nc2ccccc2n1C1CC(=O)N(Cc2ccccc2)C1=O (stereo not given)	x	x	1.1	i	6	4%	0.43	918	x	x	-2%	2.2	1.3	9.2	i	55
CC(=O)c1nc(N2C(=O)C3CC=C(C)CC3C2=O)sc1C (stereo not given)	-0.3	1020	1.1	i	25	-3%	0.12	1170	12	697	5%	2.8	2.3	9.1	i	8
C=CCc1ccc(OCCCOc2ccc(C(=O)O)cc2)c(OC)c1	-0.9	1040	1.1	i	11	-17%	-0.53	1707	-3	699	-20%	3.0	2.1	6.2	i	22
Cc1ccc(C)c(NC(=O)CSc2ccc(-c3ccco3)nn2)c1	0.0	1000	1	i	1	-2%	-0.55	1226	-5	653	8%	3.6	2.2	6.3	i	31
Cc1nc(N2CCN(c3ccccc3)CC2)nc2c1C(=O)CC(c1ccccc1)C2 (stereo not given)	-3.8	1024	1.1	i	-10	8%	x	x	x	x	4%	2.8	2.2	11	i	54
